MITF primary: blocks human microphthalmia-associated transcription factor. inhibition, % at 2.6 µM. AlphaScreen MITF homodimerization, bead proximity signal. 650,000 tested, 0.91% active. AID 1259374. O75030; in the data active = inhibition above about 50%;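 also: 0% = vehicle wells with protein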
Target sequence (O75030 whole entry, looked up): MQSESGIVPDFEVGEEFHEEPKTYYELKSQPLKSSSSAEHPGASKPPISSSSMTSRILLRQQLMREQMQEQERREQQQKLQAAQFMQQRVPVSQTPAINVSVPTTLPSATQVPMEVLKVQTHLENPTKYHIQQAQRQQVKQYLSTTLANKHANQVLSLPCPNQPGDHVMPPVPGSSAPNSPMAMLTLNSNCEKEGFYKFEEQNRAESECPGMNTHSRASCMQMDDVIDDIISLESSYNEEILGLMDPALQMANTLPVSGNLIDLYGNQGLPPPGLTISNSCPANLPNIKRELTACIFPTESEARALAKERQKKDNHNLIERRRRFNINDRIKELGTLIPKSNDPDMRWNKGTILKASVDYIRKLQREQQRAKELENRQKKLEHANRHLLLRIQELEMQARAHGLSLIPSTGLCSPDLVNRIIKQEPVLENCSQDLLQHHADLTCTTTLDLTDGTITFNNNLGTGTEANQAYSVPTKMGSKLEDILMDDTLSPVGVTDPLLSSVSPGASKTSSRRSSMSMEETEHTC
GPR151 ag: activates the human receptor GPR151 | Q8TDV0 | PathHunter beta-arrestin GPR151 cells, luminescence | activation, % at 11.2 µM | 650,000 tested, 1% active; in the data active = activation above about 4.9%;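 also: 0% = median of compound wells and 100% = cells with positive control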
Target sequence (Q8TDV0 whole entry, looked up): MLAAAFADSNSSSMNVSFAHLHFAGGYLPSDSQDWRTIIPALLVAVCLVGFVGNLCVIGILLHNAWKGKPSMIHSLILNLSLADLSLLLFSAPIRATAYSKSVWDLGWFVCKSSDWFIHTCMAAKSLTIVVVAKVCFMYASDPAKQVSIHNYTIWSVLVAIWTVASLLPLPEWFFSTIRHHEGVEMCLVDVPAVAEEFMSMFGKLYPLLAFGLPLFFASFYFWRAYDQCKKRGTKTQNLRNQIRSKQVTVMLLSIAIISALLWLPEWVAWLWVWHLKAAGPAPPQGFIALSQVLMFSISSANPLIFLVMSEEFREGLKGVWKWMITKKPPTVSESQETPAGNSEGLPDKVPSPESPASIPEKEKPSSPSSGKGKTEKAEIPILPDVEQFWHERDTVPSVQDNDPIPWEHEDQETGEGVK
FBW7 activator: activators of human E3 ligase FBW7; AlphaScreen FBW7–phospho-cyclin E peptide binding, activator screen; normalized activity (activation), % at 26.1 µM; 650,000 tested, 0.13% active; AID 1259310; in the data active = normalized activity above about 1.9%;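 also: purified mutant Fbw7 with reduced substrate affinity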
TEAD-YAP block: TEAD-YAP interaction inhibition | HEK-TIYL cells, TEAD-Gal4/YAP UAS-luciferase luminescence | inhibition, % at 9.12 µM | 640,000 tested, 1.4% active | AID 1259422; in the data active = inhibition above about 32%;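 also: 0% = median of test compound wells and 100% = reference inhibitor wells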
* marks the source's active call; other numbers are inactive results.

item	molecule	FBW7 activator	MITF primary	TEAD-YAP block	GPR151 ag
1	COc1cc(/C=C2\C(=O)Oc3ccc4c(C)cc(=O)oc4c32)cc(OC)c1OC	0.1	4.7	-3.5	-0.2
2	Cc1ccc2c(c1)cc(CN(Cc1ccco1)C(=O)c1ccccc1C)c1nnnn12	0.3	8.1	6.3	0.4
3	CCOC(=O)COc1ccc(C2CC(C)=NN2c2ccccc2)cc1 (centres undefined)	-0.1	10.2	13.1	-0.2
4	CC(=O)Oc1cccc(/C=C2/N=C(c3ccc([N+](=O)[O-])cc3)OC2=O)c1	0.1	3.5	5.9	-1.0
5	CCC1Oc2ccccc2N(CC(=O)NCCN2CCOCC2)C1=O (centres undefined)	-0.1	-1.2	-1.3	1.2
6	c1cnc(Nc2nc(NC3CC3)c3ncn(-c4ccsc4)c3n2)cn1	0.0	10.9	34.4*	0.8
7	COc1cc(NC(=O)c2cc3ccccc3o2)ccc1NC(=O)C(C)C	0.1	-1.8	-29.7	0.7
8	COc1cc(Br)c(CN2CCN(c3ncccn3)CC2)cc1OC	-0.1	8.7	0.6	0.5
9	COc1cc(C2Nc3ccccc3NC3=C2C(=O)CC(c2ccccc2)C3)ccc1O (centres undefined)	0.0	3.1	-5.5	0.0
10	CCCC1(C2CCN(C(=O)CC)CC2)NC(=O)N(Cc2ccco2)C1=O (centres undefined)	0.2	4.8	-4.4	-0.3
11	N#Cc1ccc(C=Nc2ccc(N)c(Cl)c2)cc1	-0.4	24.2	5.8	0.5
12	O=C(O)C1=C(OCc2ccc(F)c(F)c2)C(=O)NCC1	0.1	-4.7	1.0	0.6
13	Cc1ccc(C)c(NC(=O)CSc2cn(C)c3ccccc23)c1	0.0	-7.8	-6.7	1.2
14	COc1ccc2nc(SCC(=O)NCc3cccs3)c(C#N)cc2c1	-0.1	-1.1	0.4	-1.4
15	O=C1CCCN2N=C(SCc3cccc(F)c3)SC2=N1	0.1	-5.2	-48.4	-0.9
16	Cc1ccccc1NC(=O)Cn1nnc(-c2ccccc2N)n1	0.2	6.3	11.4	0.0
17	CCCC12CN3CC(C)(CN(C1)C3c1ccccc1C)C2=O (centres undefined)	0.0	4.9	1.7	0.1
18	CCCn1cnc2sc(C(=O)NCCC3=CCCCC3)c(C)c2c1=O	-0.1	6.2	-70.4	-0.5
19	Cn1nc(C(C)(C)C)cc1C(=O)Nc1nc2c(s1)C(=O)CC(C)(C)C2	-0.1	-1.0	6.4	-0.5
20	Cc1ccc(S(=O)(=O)OC2C=CS(=O)(=O)C2)cc1 (centres undefined)	0.9	14.8	8.1	-1.2
21	COc1ccc(C(=S)N2CCOCC2)cc1OC(=O)c1ccccc1Cl	0.2	24.0	-3.8	-0.3
22	Cc1cc(C)n(-c2cccc(C(=O)N[C@H](Cn3nc(C4CC4)ccc3=O)C(C)C)c2)n1	0.4	4.0	7.1	-0.6
23	COc1ccc(CN2CCc3nnc(CCNC(=O)c4ccoc4)n3CC2)c(OC)c1C	0.2	11.0	-2.6	2.4
24	O=C(Nc1ccc(N2CCOCC2)cc1)c1csc(Nc2ccc3ncccc3c2)n1	-0.1	38.9	20.9	1.0
25	COc1ccc(C(=O)NCCC(=O)NCC2CCCO2)cc1OC (centres undefined)	-0.2	-4.2	-8.2	5.7*
26	Cc1c(C(=O)O)oc2ccc(S(=O)(=O)N3CCCCC3C(=O)O)cc12 (centres undefined)	0.9	7.8	10.7	0.8
27	O=C(NCC1CCOCC1)C1CC(Cc2cccc(F)c2)=NO1 (centres undefined)	-0.2	0.0	-58.4	2.1
28	O=C(Nc1ccccc1N1CCCC1)c1cccnc1	0.0	10.3	-0.8	0.3
29	O=C(Nc1nnc(-c2ccccc2Cl)s1)c1ccccc1I	0.0	-8.0	-11.8	0.7
30	COc1ccccc1N1CCC(N2CCN(C)C(CCO)C2)CC1 (centres undefined)	0.4	2.4	12.0	-0.9
31	CCn1cc(C(=O)O)c(=O)c2cc(F)c(N/N=C\c3cc(Br)ccc3O)cc21	0.4	-6.1	13.0	3.3
32	Cc1ccc(N(CC(=O)NCCC2=CCCCC2)S(C)(=O)=O)cc1	0.1	10.8	8.4	2.3
33	FC(F)(F)c1cccc(-c2[nH]ncc2-c2cnccn2)c1	0.1	11.9	-1.0	1.6
34	CCCC/C(C)=N\NC(=O)C(O)c1ccc(Cl)cc1 (centres undefined)	0.1	2.1	-0.9	2.0
35	CC(O)CNc1ncnc2c1c(-c1ccccc1)cn2-c1ccccc1 (centres undefined)	0.4	4.6	7.6	-0.7
36	COc1ccc(C(=O)NC(=O)NC2(C(Cl)(Cl)Cl)OCCO2)cc1	-0.1	11.6	-63.5	0.8
37	COC(=O)CN1C=C(C(=O)OC)C(c2ccc(OC)c(O)c2)C(C(=O)OC)=C1	0.5	4.5	-5.0	6.6*
38	Cc1nnc(SCC#N)n1-c1cccc(C#N)c1	-0.1	-4.4	7.4	0.9
39	COc1ccc(/C=C/C(=O)Nc2ccccc2F)cc1	0.1	9.7	79.5*	-11.3
40	COc1ccccc1SC1CC(=O)N(c2ccc(C)cc2)C1=O (centres undefined)	0.2	20.8	-1.9	-2.0
41	Cc1cc(C)n(C(=O)c2c(C(=O)O)cccc2[N+](=O)[O-])n1	-0.1	-17.5	-6.3	-0.9
42	CC(=O)N1CC(C)Sc2cc(S(=O)(=O)N3CCCc4ccccc43)ccc21 (centres undefined)	-0.4	-7.9	3.9	-1.0
43	COc1cccc(Oc2c(C)oc3cc(OCC(N)=O)ccc3c2=O)c1	0.0	7.7	2.5	-0.3
44	N#CCCn1c(-c2ccccc2)cc2ccccc21	-0.1	2.0	-13.6	0.1
45	O=C(N/N=C/c1ccc(Cl)cc1)c1ccccc1	-0.1	3.8	-61.0	0.1

In a second layout: entries from further up.
(38) Cc1nnc(SCC#N)n1-c1cccc(C#N)c1
(39) COc1ccc(/C=C/C(=O)Nc2ccccc2F)cc1
screen / no.	38	39
FBW7 activator	-0.1	0.1
MITF primary	-4.4	9.7
TEAD-YAP block	7.4	79.5*
GPR151 ag	0.9	-11.3

Next entries
item	molecule	FBW7 activator	MITF primary	TEAD-YAP block	GPR151 ag
46	CCOCc1nnc(NS(C)(=O)=O)s1	0.3	20.8	0.4	1.1
47	COc1ccc(CNC(=O)Cn2c(=O)oc3cc(S(=O)(=O)N4CCCC4)ccc32)cc1	0.1	-2.6	14.7	-0.5
48	Cc1cc(C)c(NC(=O)/C(C#N)=C\c2ccco2)c(C)c1	0.1	-15.8	4.8	6.3*
49	O=C(CSc1ccc(F)cc1)Nc1nc(-c2ccc3c(c2)OCCO3)cs1	0.1	-5.9	-11.1	-1.5
50	CCCNC(=O)c1ccc2c(c1)NC(=O)C(CSCc1ccc(C)cc1)N2 (centres undefined)	0.1	4.2	11.4	-0.7
51	CCCCCC(=O)N/N=C/c1ccc(Br)cc1	-0.1	9.3	1.6	-0.3
52	COc1ccccc1OC1OC2COC(C)(C)OC2C(O)C1NC(C)=O (centres undefined)	-0.1	-10.8	0.1	-0.7
53	CCOc1nc(NC2CCCCC2)nc(NC(C)(C)C)n1	-0.2	-4.2	13.9	2.6
54	O=C(CSc1nnnn1-c1ccccc1F)Nc1ccccc1F	0.1	13.5	2.3	-3.0
55	CNc1nc2c(c(=O)n(C)c(=O)n2C)n1Cc1ccccc1Cl	-0.2	4.8	29.4	0.8
56	Clc1ccc(Cn2nnc(-c3ccc(N4CCOCC4)cc3)n2)cc1	0.0	0.7	-1.9	0.0
57	Cc1cc(NC(=O)c2ccc3c(c2)S(=O)(=O)c2ccccc2C3=O)no1	0.2	11.5	1.9	-0.2
58	Cc1ccc(Cl)cc1N1CCN(C(=O)c2ccc(Cn3c(=S)[nH]c4cc5c(cc4c3=O)OCO5)cc2)CC1	-0.1	2.1	-7.8	-0.4
59	CCn1c(CSc2nnc(N)s2)nc2cc(S(=O)(=O)N(C)C)ccc21	0.2	4.5	-16.4	1.4
60	CC1CCCCC1NC(=O)CCn1c(=O)sc2ccccc21 (centres undefined)	1.3	7.7	-11.4	0.9
61	OCCC1CN(Cc2cccn2-c2cccnc2)CCN1CCCc1ccccc1 (centres undefined)	-0.2	2.1	4.3	-1.1
62	O=C(COc1ccc(F)cc1)n1cnc2ccccc21	-0.2	-3.5	4.8	-0.3
63	Cc1ccc(N(C(=O)C2CCC(=O)N2)C2(C(=O)NC3CCCCC3)CCCCC2)cc1 (centres undefined)	-0.1	-3.9	1.8	1.5
64	Cc1cc(C)nc(Nc2ccccc2C(F)(F)F)n1	0.1	11.2	1.6	1.4
65	O=C(Cn1c(-c2ccccn2)nc2ccccc21)N/N=C/c1cccnc1	0.1	6.6	-3.6	-1.0
66	O=C(O)/C=C/C(=O)Nc1ccc(S(=O)(=O)Nc2ccc(F)cc2)cc1	0.0	6.1	-6.0	-0.2
67	O=C(CCCOc1ccccc1)N1CCN(c2ccc(F)cc2)CC1	0.3	6.4	-21.4	1.2
68	COc1cc(C(=O)NCCC(=O)N2CCC3(CC2)OCCO3)cc(OC)c1OC	0.0	-3.8	4.0	0.6
69	C=CCN1C(=O)C2(NC(=O)c3c(sc(C)c3C)N2)c2ccccc21 (centres undefined)	0.5	12.3	-4.5	0.5
70	CCOC(=O)C1=C(CC)OC(N)=C(C#N)C1c1cccc(C(F)(F)F)c1 (centres undefined)	0.4	5.6	-8.0	-0.2
71	O=C(Nc1c(C(=O)N2CCC(Cc3ccccc3)CC2)cnn1-c1ccccc1)c1ccc(Cl)cc1	0.1	11.2	-3.9	0.0
72	Nc1ncc(CN2CCc3ccc(NC(=O)C4CCCO4)cc3C2)cn1 (centres undefined)	-0.1	-0.5	-5.5	-1.2
73	Cc1ccc(S(=O)(=O)NC(=O)c2ccc(F)cc2)cc1	0.0	10.0	4.7	0.3
74	COc1ccc(OC)c(NC(=O)C2CCCN2S(=O)(=O)c2cccc3cccnc23)c1 (centres undefined)	0.0	5.0	-22.8	-0.4
75	Cn1cc(S(=O)(=O)Nc2ccc(F)c(Cl)c2)c(=O)n(C)c1=O	0.1	2.9	-8.5	0.3
76	COC(=O)c1[nH]c(CN2c3cccc4cccc(c34)S2(=O)=O)c(C(=O)OC)c1C	0.1	-11.1	-9.9	0.1
77	O=C(Nc1cccc(OC(=O)c2ccc(Br)cc2)c1)c1ccc([N+](=O)[O-])cc1	0.1	17.2	-9.5	-1.6
78	CC(=O)Nc1ccc2nc(NC(=O)c3ccc(Br)s3)sc2c1	0.1	-2.4	-13.5	1.7
79	COCC(=O)Nc1ccc(F)c([N+](=O)[O-])c1	-0.1	9.2	4.9	0.2
80	Cc1onc(-c2c(F)cccc2Cl)c1C(=O)NCC(=O)c1ccccc1	0.0	1.4	-4.3	0.6
81	O=C(Nc1ccccn1)c1ccc(NC(=O)c2ccccc2C(=O)O)cc1	-0.1	3.2	-48.7	-7.0
82	O=C1NC2(CCN(C(=O)Cn3nnc4ccccc43)CC2)Oc2ccccc21	0.2	22.6	1.9	0.0
83	CC(=O)c1ccc(NC(=O)CCc2c(C)nc3c(c2C)c(=O)n(C)c(=O)n3C)cc1	0.7	15.4	-6.9	-0.5
84	CC1(C)C(=O)NCCN1C(=O)c1cc(COc2ccc(F)cc2F)on1	-0.2	-5.7	-8.2	-1.0
85	CSc1nc(N)c(C#N)c(-c2ccc(Br)cc2)c1C#N	0.7	12.2	10.8	-0.2
86	CCN(CC)S(=O)(=O)c1ccc(C(=O)NCc2nnc(SCC(=O)N3CCc4ccccc43)n2-c2cc(C)ccc2C)cc1	0.3	8.0	6.4	0.3
87	CC(=O)Oc1ccc(Nc2cccc(Cl)c2C#N)cc1	0.1	6.2	-7.8	0.2
88	CCN(CC)C(=O)Cn1cnc2sc(C(=O)Nc3cccc(Cl)c3C)c(C)c2c1=O	0.0	-11.7	-9.7	0.4
89	O=C(COc1ccc(C(=O)NCc2ccccc2)cc1)Nc1ccc(Cl)cc1	-0.2	-2.6	1.8	-1.2
90	CN1CC(=O)N(CC(=O)Nc2ccc(SC(F)F)cc2)C1=O	-0.1	6.7	-1.0	0.1
91	COc1ccc(C2(CNS(=O)(=O)c3ccc(NC(C)=O)cc3C)CCCC2)cc1	0.4	13.6	3.0	-0.3
92	O=C1CCCN1CCCNc1nc(Nc2ccccc2)c2ncn(-c3ccccc3)c2n1	0.0	11.3	-33.5	-1.7
93	NC(=O)c1nn(Cc2ccccc2)c(=O)c2ccccc12	-0.1	-8.0	-9.5	-0.5
94	C/C(=N\NC(=O)c1ccc([N+](=O)[O-])cc1)C1=C(O)c2ccccc2C1=O	0.0	0.8	-8.6	-3.0
95	Cc1ccc(C(=O)Oc2cc(N)n(S(=O)(=O)c3ccc(Br)cc3)n2)cc1	0.1	1.3	11.1	0.2
96	COC(=O)c1c(NC(=O)c2nc(SC)ncc2Cl)sc2c1CCC2	0.1	9.2	5.1	0.9
97	COc1ccc2c(c1)CC(C(=O)Nc1ccc(-c3cn[nH]c3)cc1OCC#N)CO2 (centres undefined)	0.0	52.1*	2.0	0.2
98	COc1ccccc1/C=C/CN1CCNC(=O)C1CC(=O)O (centres undefined)	0.0	-0.5	0.8	-0.3
99	O=C(OCc1ccc([N+](=O)[O-])cc1)c1cccnc1Cl	0.6	10.2	4.3	0.1
100	COc1ccccc1C1CC(c2ccc(Br)cc2)=NN1C(C)=O (centres undefined)	-0.1	-3.6	5.5	0.4
101	Nc1cccc(-c2nccc(NCCc3ccc(O)cc3)n2)c1	0.1	10.5	-17.4	0.1

Molecules shown so far containing a tert-butyl group:
item	molecule	FBW7 activator	MITF primary	TEAD-YAP block	GPR151 ag
19	Cn1nc(C(C)(C)C)cc1C(=O)Nc1nc2c(s1)C(=O)CC(C)(C)C2	-0.1	-1.0	6.4	-0.5
53	CCOc1nc(NC2CCCCC2)nc(NC(C)(C)C)n1	-0.2	-4.2	13.9	2.6
